Screening data as filed in PubChem BioAssay.
Insulin prom up: MIN6 insulin promoter up-regulation; MIN6 insulin promoter-GFP reporter, high-content imaging; stronger effect = higher value; z-score at 5 µM; 190,000 tested, 0.3% active;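 active = z-score above 3 at 5 µM with at least 500 cells counted in the well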
M1AAP inhibition: malaria alanyl aminopeptidase activity blockers – biochemical, fluorogenic H-Leu-NHMec substrate, 1536-well (AID 1445) | one-dose inhibition, % at 30 µM; IC50 in µM for titrated hits | recombinant M1AAP, H-Leu-NHMec fluorogenic kinetic assay; higher % means a stronger effect | 220,000 tested, 0.42% active;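 active = primary inhibition above the hit cutoff, then over 50% inhibition at one or more dose response concentrations, cut at about 23% in these data, passing the limit was not always enough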;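 note: plate controls were DMSO full reaction for no effect and no enzyme background for full effect; strong numbers were not always called active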
Hep lipid drop: modulators of hepatic lipid droplet formation; AML12 mouse hepatocytes, oleate lipid droplets, BODIPY imaging; 240,000 tested, 0.4% active; inhibition, % at 6.5 µM;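 active = lipid droplet intensity inhibited by at least 50%, with more than 500 cells counted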
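Material – AML12 mouse liver cells · Also added – oleate loading, 100 µM · Compound dosing – 6.5 µM single-point dosing · Times – overnight treatment with compound plus oleate · Measured by – fluorescence imaging, 20x objective, two fields per well · Read-out – percent inhibition of filter-corrected integrated lipid droplet intensity per well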
Yfh1-off respiration: enhancers of respiration in Yfh1-depleted yeast, dose response, Friedreich's ataxia, plus single-dose screen (AID 1465). S. cerevisiae Yfh1-off respiration, WST-1 reduction, 72 h; higher fold induction means a stronger effect. fold induction at 50 µM, or EC50 in µM where a hit was titrated. 220,000 tested, 0.074% active;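 active = fold induction of absorbance versus untreated yeast above a set limit, then at least 30% activation at any dose in follow-up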;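 note: activators that raise dye reduction in frataxin-depleted yeast; strong numbers were not always called active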
Dynein cargo inh: blocks dynein driven cargo transport along microtubules | 3617.4 mouse cells, GR-EGFP nuclear translocation imaging; test concentration mostly 20 µM; stimulated with dexamethasone, 1 µM; stronger effect = lower value | AID 1381 | z-score, hits read low | 220,000 tested, 0.47% active;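 active = plate z-score of nuclear minus cytoplasmic receptor signal below a set negative limit, without overly bright fluorescence or cell loss, cut at about -3.5 in these data, passing the limit was not always enough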;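 note: z-score of nuclear minus cytoplasmic ring GR-EGFP intensity difference per well; some compounds called inactive have numbers as strong as hits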
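Buffer or medium: tet-free, stripped-serum medium; reagent: dexamethasone at 1.0 µM final, 30 min; incubation: 48 h induction, 1 h compound, 30 min dex at 37 °C; measured by: formaldehyde fixation, Hoechst nuclear stain, 10x automated fluorescence imaging; read-out: nuclear-to-cytoplasmic GR-EGFP distribution per well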
M17LAP inhibition: P. falciparum M17LAP inhibitors, primary screen, biochemical, fluorogenic H-Leu-NHMec substrate, 1536-well (AID 1619) | recombinant M17LAP, H-Leu-NHMec fluorogenic kinetic assay; higher % means a stronger effect | 220,000 tested, 0.38% active | inhibition, % at 30 µM; hits with a dose series show IC50 in µM;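 active = compound inhibiting the enzyme by more than half at any dose during confirmatory dose-response retesting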;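 note: plate controls were full reaction with DMSO carrier for no effect and no enzyme background for full effect; strong numbers were not always called active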
ER stress rescue: protection against thapsigargin-triggered cell killing – 384-well, CSM14.1, ATP luminescence, primary screen (AID 1222). CSM14.1 thapsigargin-induced death rescue, ATP luminescence; higher % means a stronger effect. one-dose cellular ATP content (survival), % at 20 µM; EC50 in µM for titrated hits. 190,000 tested, under 10 active;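 active = EC50 below 50 µM in the dose-response confirmation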;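 note: death triggered by thapsigargin at about 15 µM added after 2 h compound pretreatment; cell ATP read after overnight thapsigargin exposure of roughly 18 to 22 hours; normalized against plate controls of thapsigargin alone and 5% DMSO vehicle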
MT stabilizer: microtubule stabilization, imaging screen; 200,000 tested, 0.83% active; % tubulin-high responders, % at 10 µM; HeLa tubulin immunostaining HCS, 24 h; share of cells brighter than vehicle mean+2SD;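 active = plate Z-score above 3 for both tubulin-high and condensed-nucleus cell shares, with cell loss under 80%, at 10 µM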;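 note: anti alpha tubulin signal scored within the nucleus-defined area of each cell; some results filed as inactive read as strong as hits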
Autophagy mod: alters autophagy in cells | MEF GFP-LC3 puncta imaging; test concentration mostly 10 µM | calls only at 10 µM (by protocol) | AID 463193 | 190,000 tested, 0.98% active;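 active = percentage of spot-positive cells more than 3 SD above its plate mean, without a fluorescence outlier flag or 80% toxicity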;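 note: spot-positive cell cutoff set from DMSO-treated cells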
Dynein cargo inh cytoplasmic EGFP: second read-out of Dynein cargo inh, no call of its own (marks repeat the call); z-score; measured here: cytoplasmic GR-EGFP intensity; stronger effect = higher value
Dynein cargo inh nuclear GR-EGFP: second read-out of Dynein cargo inh, no call of its own (marks repeat the call); z-score; measured here: nuclear GR-EGFP intensity;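 lower value marks the stronger effect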
Dynein cargo inh cell count: recorded beside Dynein cargo inh, whose call it bears; z-score; measured here: cell count per field
Insulin prom up cell count: further read-out of Insulin prom up, marked with its call; cell count; measured here: cytotoxicity, nuclei count;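 total cells summed across four imaged fields per well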
Hep lipid drop cells 6.5 µM: recorded beside Hep lipid drop, whose call it bears; cell count; measured here: cell count, cytotoxicity flag;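 cells counted across two imaged fields per well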
MT stabilizer Hoechst-high %: further read-out of MT stabilizer, marked with its call; % Hoechst-high responders; measured here: nuclear condensation Hoechst responders;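 share of cells brighter than vehicle mean plus two SD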
MT stabilizer cytotoxicity %: also measured in MT stabilizer; calls as there; toxicity, %; measured here: cytotoxicity by cell density;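 0% = mean cell density of plate MIN control wells and 100% = no cells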
Autophagy mod cell loss 18 h: second read-out of Autophagy mod, no call of its own (marks repeat the call); toxicity, %; measured here: cell loss, nuclei count;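 cell loss after 18 h compound exposure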
* marks the source's active call; other numbers are inactive results; i = inactive; nt = not tested or not shown. Rows were taken by chance; overall some 3.5% were active at least once.

item | Compound | Insulin prom up | Insulin prom up cell count | M1AAP inhibition | Hep lipid drop | Hep lipid drop cells 6.5 µM | Yfh1-off respiration | Dynein cargo inh | Dynein cargo inh cytoplasmic EGFP | Dynein cargo inh nuclear GR-EGFP | Dynein cargo inh cell count | M17LAP inhibition | ER stress rescue | MT stabilizer | MT stabilizer Hoechst-high % | MT stabilizer cytotoxicity % | Autophagy mod | Autophagy mod cell loss 18 h
1 | C=CCn1cc(-c2ccccc2)cc(C#N)c1=O | nt | nt | -4% | 6 | 787 | i | -0.49 | 0.25 | -0.15 | 0.61 | -28% | 0.4% | 1.1 | 0.9 | 5.2 | i | -1
2 | COc1ccc(CCN(C)CCCC(C#N)(c2cc(OC)c(OC)c(OC)c2)C(C)C)cc1OC (centres undefined) | nt | nt | 0% | -31 | 657 | i | 2 | -0.16 | 1.3 | -1.4 | 0% | -0.3% | 2.8 | 3.0 | 6.7 | i | -21
3 | C=CCNC(=O)C(=O)N/N=C/c1ccco1 | 0.62 | 1488 | 0% | 13 | 685 | i | 1.5 | -0.11 | 1.2 | -0.88 | 10% | 1.4% | 4.7 | 1.0 | 8.4 | i | 7
4 | O=C(CCc1ccccc1)Nc1ccc(NC(=O)C2CC2)nc1 | 1.2 | 1388 | -8% | nt | nt | i | 0.17 | -0.048 | 0.47 | -0.82 | 10% | -1.0% | 5.3 | 2.4 | 12 | i | 39
5 | O=C1/C(=C/c2ccccc2)CCC1C1CCCC1 (centres undefined) | 0.09 | 1063 | -1% | 0 | 596 | i | -0.19 | -0.29 | -0.47 | 0.28 | -2% | -1.2% | 5.0 | 3.9 | 5.9 | i | -12
6 | CC(C)[C@H](NC(=O)Nc1ccc2c(c1)OCCO2)C(=O)O | 0.24 | 1171 | 3% | -3 | 700 | i | 0.48 | -0.2 | 0.11 | -1.1 | 28% | -2.6% | 2.6 | 1.4 | 7.3 | i | -2
7 | Cc1c(Cl)cccc1NC(=S)N1CCN(S(=O)(=O)c2cccs2)CC1 | -0.33 | 1599 | 0% | 9 | 646 | i | -0.015 | -0.31 | -0.31 | -0.29 | 12% | 3.2% | 1.7 | 3.3 | 4.1 | i | 0
8 | Cc1ccc2c(Cl)c(C(=O)NCC3CCCO3)sc2c1 (centres undefined) | 0.07 | 1648 | 3% | nt | nt | i | -0.085 | -0.2 | 0.4 | 0.052 | -2% | -3.1% | 1.9 | 1.6 | 4.4 | i | -9
9 | COc1ccc(C2(CNC(=O)c3ccc(OC)c([N+](=O)[O-])c3)CCCCC2)cc1OC | -0.44 | 1278 | 2% | -11 | 641 | i | -0.53 | -0.28 | -0.51 | 0.64 | -12% | -0.2% | 2.4 | 2.1 | 9.9 | i | 5
10 | O=c1nc(Nc2ccc(Br)cc2)sc2ccc([N+](=O)[O-])cc12 | 0.39 | 1068 | 7% | -10 | 707 | i | 0.2 | -0.23 | 0.92 | -1 | 11% | nt | nt | nt | nt | nt | nt
11 | NC(=O)COC(=O)CCCc1nc2ccccc2s1 | nt | nt | 4% | 9 | 749 | i | 1.6 | -0.17 | 0.7 | -0.43 | -11% | -4.0% | 3.2 | 2.1 | 6.8 | i | 0
12 | Cc1cc(N2CCCC2)nc(-c2ccccc2O)n1 | nt | nt | 0% | nt | nt | i | -0.14 | -0.21 | -0.27 | 0.54 | -8% | -1.9% | 2.0 | 1.8 | 4.5 | i | -1
13 | Cc1ccc(NC(=O)c2c3c(nc4ccccc24)CCC3)cc1S(=O)(=O)N(C)C | -0.53 | 1183 | 1% | -2 | 705 | i | -0.2 | -0.35 | -0.19 | 0.83 | 1% | 1.1% | 3.0 | 2.5 | 5.7 | i | -11
14 | Cc1ccc2[nH]c(=O)c3cc(C(=O)N(CCCOC(C)C)Cc4ccco4)sc3c2c1 | 0.49 | 851 | 1% | nt | nt | i | 0.75 | 0.033 | 0.54 | -0.53 | -2% | 2.4% | 5.1 | 1.9 | 7.1 | i | -41
15 | NC(=O)c1ccc(OCC(F)(F)F)nc1 | -0.56 | 1470 | -2% | 9 | 695 | i | 0.43 | -0.21 | 0.31 | -1.8 | 1% | nt | nt | nt | nt | nt | nt
16 | O=C(CSc1nnnn1C1CCCCC1)NCc1ccc2c(c1)OCO2 | -0.98 | 1336 | -1% | nt | nt | i | -0.47 | -0.059 | -0.21 | -0.024 | -3% | 0.7% | 1.6 | 1.6 | 9.0 | i | 8
17 | COc1cc(C(=O)N2CCN(C(=O)c3ccco3)CC2)c([N+](=O)[O-])cc1OC | 0.16 | 1631 | 6% | 2 | 671 | i | -0.33 | -0.22 | 0.44 | -0.49 | 0% | -1.0% | 3.3 | 2.6 | 7.3 | i | 3
18 | Cc1cccc(NC(=O)c2ccc(C3SCC(=O)N3CCc3ccccc3)cc2)c1 (centres undefined) | -0.05 | 1520 | -1% | -24 | 653 | i | -0.15 | -0.26 | -0.078 | 0.43 | 8% | -1.5% | 1.8 | 1.7 | 4.4 | i | 22
19 | Cc1ccc(S(=O)(=O)N2CCCOC2)cc1 | 0.76 | 806 | 5% | 6 | 803 | i | -0.48 | -0.27 | -0.12 | 0.91 | 1% | 4.6% | 1.3 | 2.0 | 6.5 | i | 3
20 | Cc1cc2ncn(C(=O)N3CCCCC3)c2cc1C | 0.16 | 1371 | 3% | nt | nt | i | -0.67 | -0.27 | -0.092 | -0.1 | -3% | 1.0% | 5.7 | 3.5 | 7.7 | i | 14
21 | CCCN(CCC)S(=O)(=O)c1ccc(C(=O)NNC(=O)c2cc(OC)c(OC)c(OC)c2)cc1 | -0.14 | 1485 | 1% | 9 | 631 | i | -0.087 | -0.22 | -0.25 | 0.47 | 3% | nt | nt | nt | nt | nt | nt
22 | CC1CCCCN1C(=O)Cn1cc(C=O)c2ccccc21 (centres undefined) | -0.32 | 1287 | 6% | -10 | 585 | i | 0.12 | -0.3 | -0.18 | -0.21 | 18% | -1.1% | 5.3 | 2.2 | 8.7 | i | -11
23 | COc1ccc(Cl)cc1NC(=O)NCC1CCN(C(=O)OC(C)(C)C)CC1 | 0.35 | 1100 | 4% | -12 | 741 | i | -0.72 | -0.27 | 0.039 | 1.5 | -2% | nt | nt | nt | nt | nt | nt
24 | CC(c1ccco1)N(C(=O)c1ccc(F)cc1)c1ccccn1 (centres undefined) | 0.59 | 1338 | 4% | -13 | 666 | i | -0.93 | -0.17 | -0.49 | 0.44 | -10% | 0.2% | 2.1 | 1.6 | 4.7 | i | 12
25 | CSc1ccccc1NC(=O)N1CCCC(C(=O)c2ccc3c(c2)OCO3)C1 (centres undefined) | -0.08 | 1463 | 9% | -18 | 656 | i | -0.55 | -0.3 | -0.45 | 0.37 | -7% | 1.7% | 2.4 | 2.6 | 5.5 | i | 15
26 | O=C1N/C(=N\N=C\c2ccco2)SC1Cc1ccc(F)cc1 (centres undefined) | -0.32 | 1321 | 12% | 8 | 678 | i | -0.24 | -0.49 | 0.36 | 0.29 | -2% | 0.8% | 0.0 | 4.0 | 13 | i | 1
27 | Cc1ccc2nc(N/C(=N/S(=O)(=O)c3cccs3)c3ccccc3Cl)sc2c1 | -0.31 | 1245 | 15% | 0 | 644 | i | 0.38 | 0.84 | 0.64 | -1.7 | 0% | -0.9% | 5.0 | 1.8 | 10 | i | -12
28 | CCOc1ncccc1C(=O)OCC(=O)c1ccccc1Br | -0.33 | 1366 | 9% | 30 | 697 | i | -0.36 | -0.2 | -0.13 | 0.45 | -11% | -0.6% | 4.5 | 3.0 | 5.8 | i | -5
29 | COc1ccc(CNC(=O)CN(C(=O)c2cc3sccc3n2C)C2CCCC2)cc1 | 0.42 | 1212 | -2% | -7 | 735 | i | -0.16 | -0.18 | 0.2 | 0.79 | 6% | -2.8% | 3.6 | 1.9 | 10 | i | 6
30 | CC1(C)CC(=O)c2cnc(N3CCN(c4ccccc4)CC3)nc2C1 | 0.06 | 1285 | 0% | nt | nt | i | -0.092 | -0.29 | 0.23 | 0.41 | 0% | -2.1% | 3.1 | 1.6 | 4.6 | i | 17
31 | Cc1ccc(S(=O)(=O)N(CC(=O)Nc2ccccc2C(=O)O)c2ccccc2)cc1 | 0.26 | 1618 | 4% | -6 | 664 | i | -0.5 | -0.32 | 0.23 | 0.51 | 4% | 6.2% | 2.8 | 2.2 | 9.6 | i | 8
32 | O=C(COC(=O)c1ccc(Br)o1)Nc1nc2ccccc2s1 | -0.68 | 1382 | 0% | nt | nt | i | -0.51 | -0.33 | 0.33 | 0.57 | 16% | -0.4% | 2.8 | 1.8 | 7.2 | i | 41

Retrieved one by one from the list above:
item | Compound | Insulin prom up | Insulin prom up cell count | M1AAP inhibition | Hep lipid drop | Hep lipid drop cells 6.5 µM | Yfh1-off respiration | Dynein cargo inh | Dynein cargo inh cytoplasmic EGFP | Dynein cargo inh nuclear GR-EGFP | Dynein cargo inh cell count | M17LAP inhibition | ER stress rescue | MT stabilizer | MT stabilizer Hoechst-high % | MT stabilizer cytotoxicity % | Autophagy mod | Autophagy mod cell loss 18 h
12 | Cc1cc(N2CCCC2)nc(-c2ccccc2O)n1 | nt | nt | 0% | nt | nt | i | -0.14 | -0.21 | -0.27 | 0.54 | -8% | -1.9% | 2.0 | 1.8 | 4.5 | i | -1
31 | Cc1ccc(S(=O)(=O)N(CC(=O)Nc2ccccc2C(=O)O)c2ccccc2)cc1 | 0.26 | 1618 | 4% | -6 | 664 | i | -0.5 | -0.32 | 0.23 | 0.51 | 4% | 6.2% | 2.8 | 2.2 | 9.6 | i | 8
